Assay outcomes from PubChem.
CXXC DNA block – MLL CXXC-DNA interaction inhibition. AID 2662. 290,000 tested, 0.037% active. Q03164. MLL-CXXC / FITC-HOXA9 DNA fluorescence polarization. Potency, µM (top dose mostly 115 µM), without a hit: at the highest dose activity change, negative = inhibition, hits mostly inhibitors; active = well fitted inhibition curve with a large enough effect in the polarisation, with a control signal flat, not every such curve was filed as active; inconclusive = small, poorly fitted or top-dose-only effect, or effect the other way, or a change in a side signal; inactive = no such curve, though single readings can be large or run the other way; the % refers to the polarisation; also: potency is read from the fitted curve at half-maximal effect
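Fluorescence polarization: 7 uM MLL-CXXC (stock) preincubated 5 min with compounds, then 50 nM fluorescein-HOX-A9 DNA (stock) added; 30 min ambient. Buffer 50 mM Tris-HCl pH 7.5, 50 mM NaCl, 1 mM DTT, 0.05% BSA.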
a7 integrin act – activators of alpha7 integrin expression for muscular dystrophy. alpha7betagal myoblasts, beta-gal FDG fluorescence, 48 h. Potency, µM (titrated, usually from 38.3 µM), for inactives: at the top dose activation, usual class: activators. 350,000 tested, 0.064% active;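 also: potency is read from the fitted curve at half-maximal effect; 100% = response of the positive control SU9516; nearly all actives have a fitted effect of over 60% in size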
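Alpha7betagal+/- myoblasts (passage 13) were plated 16-24 hr, then exposed to compounds (1:260 dilution of DMSO stock) for 48 hours at 37C. After MPER lysis, β-galactosidase reporter activity was read as FDG fluorescence (ex 480/em 540) after 30 minutes.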
TCR activator – activates T cell receptor signaling; primary human leukocytes, anti-CD3, IL-2 HTRF, 48 h; Potency, µM (doses to about 9.22 µM), for the others: top-dose activation of IL-2 secretion, most hits filed as activators; 330,000 tested, under 10 active; AID 504894; also: % of control where 0% means no effect
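Activity was scored as IL-2 release from primary human leukocytes given only a TCR signal (a-CD3 beads) plus compound for 48 hr. Detection used a two-antibody HTRF format read at 665nm.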
A-T KAP1 phos – candidate therapy for ataxia-telangiectasia. […] A-T fibroblasts, KAP-1 phosphorylation AlphaLISA; neocarzinostatin DNA damage 30 min before lysis. Potency, µM (top dose mostly 57.5 µM), inactives show top-dose activation, most hits filed as activators. 320,000 tested, 0.19% active. AID 485349; also: potency is read from the fitted curve at half-maximal effect; % of control where 0% means no effect; nearly all actives have a fitted effect of over 45% in size
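ATM-like activity read as KAP-1 phosphorylation via AlphaLISA donor/acceptor antibody pairs after lysis and 6 hr at 25C. Cells were ATM-null patient fibroblasts ([…], hTERT), dosed 60 min, then exposed to the DSB inducer NCS for 30 min.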
TRPV1 agonist – activates the human vanilloid receptor TRPV1 | Q8NER1 | TRPV1-expressing cells, Fluo-8 calcium influx, agonist mode | activation, % at 8.33 µM | 320,000 tested, 0.19% active | AID 540275; in the data active = activation above about 80%; inconclusive = between about 30% and that limit; also: 0% is about no effect
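Cells expressing TRPV1 were dye-loaded with Fluo-8 and read kinetically: 10 s baseline, 3 min after compound (agonist portion), then 2 min after EC20 capsaicin (allosteric enhancer portion). Calcium-bound dye fluorescence at 480/520 nm.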
TSG101-PTAP inh – blocks PTAP/TSG101 interaction to inhibit HIV-1 budding; Fluorescence polarization, FITC-PTAP peptide / Tsg101 binding; 340,000 tested, under 10 active; Potency, µM (doses to about 115 µM), inactives show at the highest dose activity change, negative = inhibition, usual class: inhibitors; AID 493005; Q99816; active = well fitted inhibition curve with a large enough effect in the main read-out, with a control signal flat, not every such curve was filed as active; inconclusive = small, poorly fitted or top-dose-only effect, or effect the other way, or a change in a side signal; inactive = no such curve, though single readings can be large or run the other way; also: potency is read from the fitted curve at half-maximal effect; % of control where 0% means no effect
Target sequence (Q99816 whole entry, looked up): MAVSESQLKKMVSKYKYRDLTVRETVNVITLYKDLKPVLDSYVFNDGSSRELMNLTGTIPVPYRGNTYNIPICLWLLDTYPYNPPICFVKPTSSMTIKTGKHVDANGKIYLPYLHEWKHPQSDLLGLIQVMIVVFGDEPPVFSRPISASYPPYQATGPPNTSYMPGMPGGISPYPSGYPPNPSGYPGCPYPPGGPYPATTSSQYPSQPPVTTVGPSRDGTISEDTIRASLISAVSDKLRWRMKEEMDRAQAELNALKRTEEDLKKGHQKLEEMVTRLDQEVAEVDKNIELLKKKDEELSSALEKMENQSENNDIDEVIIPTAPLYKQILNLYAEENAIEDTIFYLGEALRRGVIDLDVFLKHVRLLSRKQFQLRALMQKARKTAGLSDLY
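Fluorescence anisotropy tracks displacement of a FITC-tagged PTAP peptide (50 nM) from the Tsg101 binding domain (10 uM), following a 20 min room-temperature incubation at pH 7.5.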
B2AR arrestin – beta2AR (human) beta-arrestin recruitment activity; 330,000 tested, 0.02% active; beta-arrestin recruitment to beta2AR, cell-based reporter; Potency, µM (titrated, usually from 46.1 µM), inactives show top-dose activation, hits mostly activators; P07550;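 also: potency is read from the fitted curve at half-maximal effect; 0% = DMSO controls and full agonism = EC100 isoproterenol or metaproterenol; nearly all actives have a fitted effect of over 65% in size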
Target sequence (P07550 whole entry, looked up): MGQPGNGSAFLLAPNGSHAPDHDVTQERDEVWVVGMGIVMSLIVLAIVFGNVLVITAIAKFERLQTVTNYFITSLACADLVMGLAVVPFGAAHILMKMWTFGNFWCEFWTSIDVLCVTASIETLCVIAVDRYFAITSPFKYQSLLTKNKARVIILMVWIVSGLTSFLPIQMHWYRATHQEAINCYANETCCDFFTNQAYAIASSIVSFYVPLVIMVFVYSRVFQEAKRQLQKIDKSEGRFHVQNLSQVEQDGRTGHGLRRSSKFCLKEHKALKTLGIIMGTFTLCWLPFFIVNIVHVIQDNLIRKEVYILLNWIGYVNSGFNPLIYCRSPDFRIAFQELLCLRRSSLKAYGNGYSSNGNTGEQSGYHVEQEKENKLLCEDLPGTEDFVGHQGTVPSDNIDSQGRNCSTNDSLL
p53 reactivation – mutant p53 re-activation in reporter cells. AID 504706. 320,000 tested, 0.063% active. H1299 p53-A138V BP100-luciferase reporter, luminescence, 24 h. Potency, µM (series often up to 92.2 µM), for the others: top-dose activity change, positive = activation, usual class: activators; also: potency is read from the fitted curve at half-maximal effect; % of control where 0% means no effect; nearly all actives have a fitted effect of over 45% in size
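p53-null H1299 cells stably carrying temperature-sensitive p53-A138V and a BP100-luciferase reporter were pinned with compounds (4-point, 1:5 series) and held 24 hrs at 37 deg C. Luminescence was read 10 min after detection reagent.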
ELG1 repair inh – blocks ELG1-dependent DNA repair in HEK293T cells; AID 504467; Potency, µM (highest dose often 46.1 µM), for inactives: at the top dose activity change, negative = inhibition, hits mostly inhibitors; HEK293T ELG1-luciferase reporter, luminescence, 16 h; DNA damage induced by 5-fluorouridine; 330,000 tested, 2.3% active; also: potency is read from the fitted curve at half-maximal effect; % is scaled to controls: 0 for no effect and ±100 for the full control effect; nearly all actives have a fitted effect of over 55% in size
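Step one: seed 2,000 cells per well. Step two: pin-transfer compound or DMSO alongside 5-fluorouridine. Step three: incubate 16 hr, 37 °C, 5% CO2. Step four: add ONE-Glo, wait 30 min, read luminescence.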
BRCA1 expr act – BRCA1 expression activation; AID 624202; MCF7-BRCA1-FFLuc reporter, luminescence, 48 h; response scale: scaled: vehicle 0%, 10 µM genistein 100%; 380,000 tested, 1.1% active; Potency, µM (top dose mostly 46.1 µM), without a hit: at the highest dose activation, hits mostly activators; also: potency is read from the fitted curve at half-maximal effect; nearly all actives have a fitted effect of over 80% in size; some results filed as inactive show a strong effect at the top dose
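Cells: MCF7-BRCA1-FFLuc, 2000/well. Exposure: 48 h, 37 °C, 5% CO2. Read: luminescence, 15 min post-substrate. Controls: genistein 10 microM (maximal activation), DMSO (neutral).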
Numbers without * were called inactive; ? = inconclusive; · = not tested or not shown; & = joins results of further samples; [ ] = dose if it differs, or a comment. Unless noted, calls follow the shape of the dose curve; as a rule, active = well fitted curve in the direction sought with a large enough effect; inconclusive = small, poorly fitted or top-dose-only effect, or another doubt; inactive = no such curve, though single readings can be large; an effect the other way counts as inactive or inconclusive.

Below each compound – ELG1 repair inh	TCR activator	TSG101-PTAP inh	B2AR arrestin	TRPV1 agonist	A-T KAP1 phos	CXXC DNA block	p53 reactivation	a7 integrin act	BRCA1 expr act
Cc1nc(C(=O)N(C)C)nn1-c1ccc(Cl)cc1Cl
  21%	0%	-5%	-3.5%	-1	-8%	-5%	3%	18%	11%
C=CCN(Cc1nc(-c2ccccc2)no1)C(=O)c1ccoc1C
  -1%	-1%	·	-0.5%	7	-6%	-1%	-3%	2%	-40%
CCCCC(CCCCl)C(=O)Nc1ccccc1 (stereo unspecified)
  2%	-7%	0%	-0.2%	-2	7%	-25%	-1%	44%	-2%
O=C(CSc1nccc(-c2cccs2)n1)Nc1cccc(Cl)c1Cl
  1%	-19%	1%	-0.8%	-2	0%	4%	-3%	-12%	-67%
CCN(CCNC(=O)Cn1cc2c(n1)CCCC2)c1ccccc1
  -3%	1%	0%	-0.3%	-1	5%	-4%	-3%	26%	1%
O=C(O)C1CCN(c2ccc(Cl)nn2)CC1
  1%	0%	-10%	0.2%	1	6%	5%	-1%	18%	-20%
Cc1ccc(CCN2CC(C(=O)NCCCN3CCCCC3)CC2=O)cc1 (stereo unspecified)
  11%	3%	-1%	-0.9%	2	-6%	8%	0%	-17%	-3%
c1ccc(CSc2nnc3c4ccccc4c4ccccc4c3n2)cc1
  -3%	·	·	-1.0%	-4	0%	3%	1%	·	·
C/C(=N\N=C1\NC(=O)C(Cc2ccccc2)S1)c1ccccc1 (stereo unspecified)
  -12%	-1%	-2%	0.2%	?	5%	7%	4%	-22%	-52%
CCCC(=O)Nc1sc(C)c(-c2ccc(OC)cc2)c1C#N
  25%	-9%[46.1 µM]	-1%	-0.4%	4	4%	18%	?	-19%	-17%
COc1ccccc1NC(=O)Nc1sccc1-c1nc2ccccc2s1
  ?	4%	2%	-0.3%	3	?	-3%	12%	-2%	-40%
CCC1CCCCN1CCCNC(=O)c1cc2c(=O)oc3ccc(C)cc3c2s1 (stereo unspecified)
  ?	1%	-2%	0.3%	-8	-9%	-7%	5%	-52%[inhibitor]	-4%
CC1CN(c2ncnc3c2oc2ccccc23)CC(C)O1 (stereo unspecified)
  -13%	-6%	-4%	-0.4%	21	1%	-8%	4%	20%	-11%
O=C(CN1CCN(Cc2ccccc2F)C1=O)NCc1cccnc1
  3%	3%	1%	-0.1%	4	-7%	-3%	2%	-27%	2%
O=C(O)c1ccccc1Nc1ccc([N+](=O)[O-])cc1C(=O)O
  -4%	6%	-4%	-0.4%	0	-14%	-1%	0%	6%	9%
CC1CCCN(C(=O)COC(=O)CNS(=O)(=O)c2ccc3ccccc3c2)C1 (stereo unspecified)
  ?	1%	1%	0.5%	0	·	·	3%	0%	-4%
O=C(CN1CCCC1)Nc1ccc(-c2nc3cc(NC(=O)CN4CCCC4)ccc3o2)cc1
  ?	2%	-6%	-0.3%	4	0%	?	?	-61%[inhibitor]	?
Cc1ccc(NC(=O)COC(=O)c2c[nH]c3ccccc23)cc1C
  22%	·	-6%	0.2%	9	·	·	·	17%	-5%
O=C(/C=C/c1ccc(Cl)cc1Cl)N1CCN(c2ccccc2[N+](=O)[O-])CC1
  ?	-1%[46.1 µM]	-3%	-0.9%	15	2%	-4%	-4%	-2%	-23%
COc1ccccc1NC(=O)c1ccc2c(c1)C(=O)N(c1ccccc1OC)C2=O
  -12%	9%	-3%	-0.1%	4	6%	-5%	-4%	8%	-30%
O=C(O)c1ccccc1C(=O)Nc1ccc(-n2nccc2C(F)(F)F)cc1
  12%	-11%	-1%	-0.2%	0	0%	6%	0%	1%	44%
COc1ccccc1NC(=O)Cn1cnc2c(oc3nc4c(cc32)CCCC4)c1=O
  -3%	5%	-1%	0.4%	2	6%	16%	-2%	24%	25%
COc1ccc(CCNC(=O)c2ccc(CS(=O)(=O)c3ccc(C)cc3)o2)cc1OC
  16µM*	-4%	-1%	0.3%	-9	·	3%	5%	-5%	-14%&-54%
CCCCC1=CC2=CC(=O)C(C)(OC(=O)CC)C(=O)C2=CN1CCN1CCOCC1 (stereo unspecified)
  2%	-28%	-16%	-0.5%	-1	29%	0%	-3%	0%	0%
CC(=O)NNC(=S)NC(=O)c1cccc([N+](=O)[O-])c1
  19%	-8%[46.1 µM]	-2%	-1.7%	-3	-4%	-4%	-4%	3%	38%
CCN(CCS(=O)(=O)c1ccc(Cl)cc1)C(=O)Nc1ccc(Cl)cc1
  0%	2%	-5%	-0.4%	-3	11%	-8%	0%	9%	2%
Fc1ccc2[nH]c3c(Cl)ncnc3c2c1
  21%	-4%	-10%	0.1%	-1	-4%[11.5 µM]	8%	7%	-50%[inhibitor]	-9%
CCn1cc(CCCC(=O)NCc2cccc(OC)c2)c2ccccc21
  0%	4%	1%	-0.1%	?	-1%	0%	-5%	-4%	-1%
COC(=O)[C@]1(C)N[C@H](CN(C)C(=O)COc2ccccc2)[C@@H]2C(=O)N(C)C(=O)[C@@H]21
  10%	0%	0%	-0.3%	·	-1%	·	8%	26%	0%
CCCCNC(=O)CN1C(=O)NC2(CCOc3ccccc32)C1=O (stereo unspecified)
  1%	-4%	0%	-0.2%	-3	-8%	4%	0%	1%	9%
CCCCCCCNC(=O)c1ccc(N2CCC3(CC2)OCCO3)c([N+](=O)[O-])c1
  18µM*	0%[46.1 µM]	-7%	2.6%	23	-2%	5%	-6%	-31%	-67%
CC(C)CCNC(=O)[C@H](CSCc1ccccc1)N1Cc2ccccc2C1=O
  -9%	1%	0%	-0.4%	?	9%	21%	-4%	15%	-8%
CCN(CC)S(=O)(=O)c1cccc(C(=O)N[C@H](C(=O)Nc2nc3ccc(F)cc3s2)C(C)C)c1
  ?	2%[46.1 µM]	-3%	3.8%	-3	-12%	8%	?	31%	-53%
COCCNC(=O)CSc1ccccc1C(=O)NC1CCCc2ccccc21 (stereo unspecified)
  1%	3%	1%	-0.1%	-1	-6%	20%	4%	-5%	-26%
CC(Sc1ccc(Cl)cc1)C(=O)NCC1CCCO1 (stereo unspecified)
  6%	-5%	0%	-0.1%	25	-1%	-1%	0%	-3%	-6%
CCOc1ccc(C2=NNC(c3cccnc3)=Nc3ccc(OC)cc32)cc1
  -11%	-2%	-6%	-0.3%	5	0%	0%	-5%	-18%	-23%
Cc1c(Cl)c([N+](=O)[O-])nn1CCCC(=O)Nc1cccc(O)c1
  -5%	·	1%	-0.1%	14	0%	-1%	-10%	10%	-7%
O=C1C2C3CCCC3=C3CCCC3C2C(=O)N1c1ccc(Cl)cc1 (stereo unspecified)
  6%	-7%	-8%	-1.0%	0	4%	12%	2%	-22%	-3%&0%
Nc1nn(S(=O)(=O)c2ccccc2)cc1-c1cccc([N+](=O)[O-])c1
  0%	-6%	1%	-0.1%	-4	13%	4%	-2%	13%	-3%
O=C1CCCC(O)=C1N=Nc1ccc2ncsc2c1
  ?	0%[46.1 µM]	-7%	-1.1%	-4	-16%	3%	?	-17%	20%
O=C(Nc1ccc(C(=O)N2CCN(c3ccccc3)CC2)cc1)C1=CSCCO1
  0%	-5%	0%	-0.2%	20	1%	6%	-13%	13%	0%
CCOC(=O)C1CCN(S(=O)(=O)c2ccc(Cl)cc2)CC1
  -9%	-3%	-2%	-0.2%	-3	7%	-3%	3%	5%	-46%
COc1ccc(CCNC(=O)CN(Cc2ccc(Cl)cc2)S(C)(=O)=O)cc1
  ?	·	-2%	-0.4%	-2	5%	-6%	1%	0%	-26%
O=[N+]([O-])c1ccc(CN2CCCCCC2)cc1
  -2%	0%	-1%	-0.7%	2	-6%	6%	?	4%	-12%
O=C(CN1C2CCCC1CC(NC(=O)c1ccccc1)C2)Nc1ccccc1 (stereo unspecified)
  -4%	3%	-1%	-0.5%	-2	6%	-1%	-5%	0%	-17%
Cc1c(NC(=O)COC(=O)CCc2c[nH]c3ccccc23)c(=O)n(-c2ccccc2)n1C
  22%	-5%	0%	0.4%	2	4%	25%	7%	-10%	25%
CCC(=O)Nc1nc2ccc(NC(C)=O)cc2s1
  ?	-6%	-4%	0.2%	1	-7%	4%	?	5%	81%
Cc1ccc(Nc2cc(C(=O)NCCCN3CCOCC3)c3ccccc3n2)c(C)c1
  18%	-3%	0%	-0.6%	-4	1%	19%	6%	-5%	-4%
CCOC(=O)c1c(NC(=O)c2cccs2)sc(C(=O)N2CCOCC2)c1C
  ·	-2%	-10%	·	·	·	·	·	-13%	-10%
CCN1C(=O)C(CC(=O)Nc2ccc(OC)cc2)N(CCc2ccccc2F)C1=S (stereo unspecified)
  16µM*	0%	0%	-1.0%	5	-1%	-5%	0%	-25%	-54%
